Bioassay records deposited in PubChem BioAssay by several laboratories.
Dyrk1A ADPGlo: Dyrk1A (rat) kinase inhibition; Q63470; ADP-Glo luminescence, NFATc1 peptide; inhibition, % at 12.5 µM; hit rate 0.43% among 310,000; in the data active means inhibition above about 50%;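 further: plate controls were vehicle with enzyme for no effect and no enzyme for full effect; many of its hits are not listed in these tables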
IEC-6 cytotox: counter-screen for KLF5 inhibitors: cytotoxicity in IEC-6 cells; IEC-6 cytotoxicity, luminescence viability; inhibition, % at 5 µM; hit rate 0.78% among 290,000; AID 1825; in the data active means inhibition above about 22%;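 further: 0% = plate median of test compound wells and 100% = cytotoxic reference compound wells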
aSyn 5UTR inh: 5' untranslated region of α-synuclein, MLPCN primary screen | alpha-synuclein 5'UTR reporter, inhibitor activity | inhibition, % (tested at 7.5 µM) | hit rate 0.82% among 300,000; in the data active means inhibition above about 60%;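 further: H4 neuroglioblastoma cells stably carrying SNCA 5'UTR luciferase fusion; 0% = DMSO wells and 100% = positive control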
HSF-1 act: increases HSF-1 driven luciferase reporter signal; NIH3T3-HGL HSF-1 luciferase reporter, MG132, 8 h; 100% = twice DMSO control signal; activation, % at 9 µM; hit rate 1.7% among 300,000;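 active means mean replicate activation of at least 50% with a set share of replicates each reaching 50%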;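 further: 0% = median of the neutral control wells and 100% = twice that signal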
GSK3beta inhib: blocks human GSK3beta kinase activity. P49841. GST-GSK3beta kinase, ADP-Glo luminescence, 60 min; stronger effect = lower value. activity score (negative = inhibition), % at 10 µM. hit rate 0.038% among 300,000. AID 2097;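 active means more than half of replicate wells score below -50%, meaning over 50% inhibition versus plate controls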;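 further: 0% = median DMSO wells and -100% = median GW8510 positive control wells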
Target sequence (P49841 whole entry, looked up): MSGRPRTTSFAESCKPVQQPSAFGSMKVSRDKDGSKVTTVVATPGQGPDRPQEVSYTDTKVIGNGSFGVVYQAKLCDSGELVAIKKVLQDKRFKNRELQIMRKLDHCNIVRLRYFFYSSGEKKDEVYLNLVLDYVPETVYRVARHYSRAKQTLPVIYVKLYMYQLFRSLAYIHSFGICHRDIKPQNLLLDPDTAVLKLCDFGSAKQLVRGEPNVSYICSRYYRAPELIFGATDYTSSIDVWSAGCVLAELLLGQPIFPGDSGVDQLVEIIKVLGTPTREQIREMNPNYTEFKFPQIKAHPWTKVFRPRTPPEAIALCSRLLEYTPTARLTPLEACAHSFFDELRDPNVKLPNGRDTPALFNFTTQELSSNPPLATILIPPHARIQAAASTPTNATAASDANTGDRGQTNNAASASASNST
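Test system: GST-fused GSK3beta enzyme, cell-free | Quantity: 1.6 ng GST-GSK3beta enzyme per well | Reagent: 25 µM ATP with peptide substrate | Schedule: 60 min enzyme reaction, room temperature | Signal: Luminescent ADP-Glo measurement of ADP formed | Read-out basis: Score relative to plate controls | Control set: DMSO and 20 µM GW8510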
GSK3A inh: human GSK-3 alpha kinase inhibition | P49840 | ADP-Glo luminescence, 60 min | inhibition, % at 10 µM | hit rate 0.1% among 320,000 | AID 2650;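 in the data active means inhibition above about 50%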;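 further: GST-tagged GSK-3 alpha with peptide substrate and 25 µM ATP; 0% = DMSO neutral wells and 100% = GW8510 positive control wells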
Target sequence (P49840 whole entry, looked up): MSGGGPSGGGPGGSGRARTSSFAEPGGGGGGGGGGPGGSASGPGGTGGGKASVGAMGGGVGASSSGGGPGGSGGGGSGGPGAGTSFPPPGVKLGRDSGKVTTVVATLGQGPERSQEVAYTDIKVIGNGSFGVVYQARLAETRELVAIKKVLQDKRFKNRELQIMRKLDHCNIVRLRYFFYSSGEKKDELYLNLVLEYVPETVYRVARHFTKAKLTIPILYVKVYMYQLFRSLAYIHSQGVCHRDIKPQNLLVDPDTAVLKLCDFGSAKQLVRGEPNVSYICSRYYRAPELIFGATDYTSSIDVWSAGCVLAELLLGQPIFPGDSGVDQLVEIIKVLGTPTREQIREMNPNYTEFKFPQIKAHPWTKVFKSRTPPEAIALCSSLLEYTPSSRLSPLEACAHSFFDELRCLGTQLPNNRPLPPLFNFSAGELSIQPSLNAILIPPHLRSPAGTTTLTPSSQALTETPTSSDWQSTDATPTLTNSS
HSP90 inh: blocks HSP90-mediated luciferase refolding in reticulocyte lysate; inhibition, % at 5.6 µM; hit rate 0.91% among 290,000; Rabbit reticulocyte lysate, luciferase refolding luminescence, 3 h;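 active means inhibition above the screen-wide mean plus 3 SD, computed separately per campaign, cut at about 16% in these data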;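 further: 0% = DMSO wells and 100% = 60 µM geldanamycin wells; inhibitors lower the luminescence because luciferase stays unfolded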
Platelet DG rel: modulates dense granule release in human platelets; hit rate 0.22% among 300,000; inhibition, %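 (compounds screened at 7.5 µM in platelet-rich plasma)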; human platelet-rich plasma, SFLLRN dense granule ATP release, luminescence;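 active means mean replicate score, as percent of positive control, at or above 50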
KLF5 inhibitor: kruppel-like factor 5 inhibition. inhibition, % at 5 µM. DLD-1 KLF5 promoter-luciferase reporter, luminescence. hit rate 0.23% among 290,000;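 active means inhibition above a per-plate limit of that plate's mean compound inhibition plus 3 SD, cut at about 60% in these data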;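 further: 0% = DMSO wells and 100% = LY294002 at 200 µM; higher means less KLF5 promoter-driven luciferase light; inactives centre near -14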
HSF1 inhib: HSF1 inhibition. NIH3T3-HGL HSE-luciferase, MG132-induced, luminescence 8 h; stronger effect = lower value. activity change, negative = inhibition, % at 7.5 µM (by protocol). hit rate 0.77% among 300,000. AID 2098;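 active means more than half of replicate wells show activity change below -50%, luminescence cut by over half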;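 further: luciferase reports HSF-1 transcriptional activity via heat shock element; 0% = median of DMSO wells and -100% = zero luminescence signal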
* marks the source's active call; other numbers are inactive results; . = not tested or not shown. A portion of the library (hit frequency here may not be typical).

SMILES	Dyrk1A ADPGlo	IEC-6 cytotox	aSyn 5UTR inh	HSF-1 act	GSK3beta inhib	GSK3A inh	HSP90 inh	Platelet DG rel	KLF5 inhibitor	HSF1 inhib
N#Cc1ccc(C(=O)Nc2ccc(N3CCN(C(=O)c4ccco4)CC3)cc2)c(F)c1	-5.2	2.1	24.1	-12.2	-1.2	-0.5	2.0	-4.3	-42.7	-6.7
c1ccc2c(c1)oc1c(N3CCN(Cc4ccc5c(c4)OCO5)CC3)ncnc12	-3.8	-2.3	-39.5	5.1	-1.4	.	-1.4	6.3	9.8	17.5
C=CCSc1ncc(C(=O)OCC)c(N)n1	4.0	0.9	-101.4	22.9	1.6	-1.2	0.2	-0.8	-56.9	7.8
COc1ccc(-c2cc(CS(=O)(=O)c3ccccc3)on2)cc1	1.9	-2.0	-158.0	63.7*	0.4	-0.3	1.9	-1.4	-122.1	18.9
CCCCOC(=O)c1ccc(OC(=O)c2cccnc2)cc1	4.9	-6.4	-29.6	13.5	3.8	0.7	-2.3	1.5	-23.5	9.4
CC(=O)c1cccc(OCC(=O)N(C)CC(=O)Nc2ccc(F)cc2)c1	.	1.2	7.1	-4.1	3.6	-8.9	5.7	0.0	-14.0	-1.4
Cc1ccc(O)c(NC2=C(Cl)C(=O)N(Cc3ccccc3)C2=O)c1	7.4	6.6	-21.7	14.7	2.9	.	3.9	21.0	-1.8	19.2
CCOc1ccc(-n2c(SCC(N)=O)nc3c(c2=O)SCC3)cc1	0.9	3.3	0.8	13.4	-1.3	-10.2	3.8	-2.5	7.1	-2.3
O=C(NCc1nc2ccccc2[nH]1)C1=C[C@H](c2ccccc2)C[C@H](OCCCCO)O1	-1.3	.	29.7	-6.3	0.8	-0.9	.	5.4	.	1.8
CN(CC(=O)Nc1ccccc1C(F)(F)F)C(=O)c1cc([N+](=O)[O-])ccc1N1CCOCC1	2.5	1.7	-7.3	14.6	3.5	-1.3	-1.7	-11.0	-19.9	3.1
C=CCN(c1ccccc1)S(=O)(=O)c1cc2c(cc1C)N(C)CCO2	3.8	1.0	7.7	-15.4	-5.4	-1.7	1.6	5.4	-16.4	6.0
COc1ccc(-c2coc3cc(O)cc(O)c3c2=O)cc1OC	-5.9	1.0	-36.2	8.4	1.8	1.5	-3.5	10.0	-69.7	4.4
CSc1sc(C(=O)O)c2c1C(=O)CCC2	-0.6	4.0	11.5	-12.5	-12.2	-0.5	2.9	7.8	-57.9	-0.9
CN(C)Cc1c(O)ccc2ccccc12	-2.8	-3.4	-15.5	-2.8	-1.9	-0.8	-0.7	-2.5	-8.2	-0.4
COc1ccccc1C(=O)NC(CCSC)C(=O)N1CCC(Cc2ccccc2)CC1 (stereo unspecified)	3.6	.	16.9	-4.7	-2.8	-0.7	.	2.6	.	1.4
Cn1c2c(c(=O)c3ccccc31)CCC(C)(C)O2	-1.8	-6.1	-27.2	5.6	1.3	0.7	-5.0	-0.4	-17.7	-3.0
CCc1noc(C)c1C(=O)N(CC)CC(=O)Nc1ccccc1C(F)(F)F	2.4	.	-12.1	-2.8	2.1	-4.1	.	7.0	.	-2.1
CCC1=NN(C(=O)Cc2ccc(OC)c(OC)c2)C(O)(C(F)(F)F)C1 (stereo unspecified)	-5.3	8.1	-2.9	5.9	-0.4	-6.1	-3.0	11.9	-10.8	-2.3
Cc1nn(C)cc1/C=N\NC(=O)c1csc2c1CCCC2	-6.8	0.9	-27.2	17.6	0.7	0.9	2.4	-12.4	-22.3	-0.1
CC1=NN(c2ccc(F)cc2)C(=O)C1C(c1cccc(O)c1)c1c(C)[nH]n(-c2ccc(F)cc2)c1=O (stereo unspecified)	14.2	-3.0	13.2	5.8	3.7	-3.5	14.9	-0.7	-21.4	6.4
Cc1cccc(C(=O)Nc2ccc(O)cc2C(=O)O)c1	-0.7	2.8	-6.3	2.0	1.0	2.0	-1.8	10.2	6.4	-8.2
CC(C)Oc1ccc(OCCCN2CCCCCC2)cc1	0.2	0.4	1.3	2.9	0.8	0.6	0.3	-0.7	-23.7	2.7
COc1cccc(C(=O)Oc2ccc3ccc(=O)oc3c2)c1	12.5	-1.1	-0.2	-52.0	-3.1	0.1	-3.0	1.0	-33.4	-42.5
CC1(C)CC(=O)C2=C(C1)N(CC1CCCO1)C(=O)C2(O)C(F)(F)F (stereo unspecified)	7.6	0.9	-8.4	-10.6	-0.9	-1.5	2.6	2.6	-9.4	-5.0
Cc1ccnc(NC(=O)c2ccc(NC(=O)c3ccco3)cc2)c1	2.8	3.9	-164.1	17.2	1.3	-4.5	-5.1	14.3	-114.2	13.2

Copied from the listing for reference:
SMILES	Dyrk1A ADPGlo	IEC-6 cytotox	aSyn 5UTR inh	HSF-1 act	GSK3beta inhib	GSK3A inh	HSP90 inh	Platelet DG rel	KLF5 inhibitor	HSF1 inhib
CCOc1ccc(-n2c(SCC(N)=O)nc3c(c2=O)SCC3)cc1	0.9	3.3	0.8	13.4	-1.3	-10.2	3.8	-2.5	7.1	-2.3
O=C(NCc1nc2ccccc2[nH]1)C1=C[C@H](c2ccccc2)C[C@H](OCCCCO)O1	-1.3	.	29.7	-6.3	0.8	-0.9	.	5.4	.	1.8
CN(CC(=O)Nc1ccccc1C(F)(F)F)C(=O)c1cc([N+](=O)[O-])ccc1N1CCOCC1	2.5	1.7	-7.3	14.6	3.5	-1.3	-1.7	-11.0	-19.9	3.1
C=CCN(c1ccccc1)S(=O)(=O)c1cc2c(cc1C)N(C)CCO2	3.8	1.0	7.7	-15.4	-5.4	-1.7	1.6	5.4	-16.4	6.0
COc1ccc(-c2coc3cc(O)cc(O)c3c2=O)cc1OC	-5.9	1.0	-36.2	8.4	1.8	1.5	-3.5	10.0	-69.7	4.4
CSc1sc(C(=O)O)c2c1C(=O)CCC2	-0.6	4.0	11.5	-12.5	-12.2	-0.5	2.9	7.8	-57.9	-0.9
CN(C)Cc1c(O)ccc2ccccc12	-2.8	-3.4	-15.5	-2.8	-1.9	-0.8	-0.7	-2.5	-8.2	-0.4
COc1ccccc1C(=O)NC(CCSC)C(=O)N1CCC(Cc2ccccc2)CC1 (stereo unspecified)	3.6	.	16.9	-4.7	-2.8	-0.7	.	2.6	.	1.4
Cn1c2c(c(=O)c3ccccc31)CCC(C)(C)O2	-1.8	-6.1	-27.2	5.6	1.3	0.7	-5.0	-0.4	-17.7	-3.0
CCc1noc(C)c1C(=O)N(CC)CC(=O)Nc1ccccc1C(F)(F)F	2.4	.	-12.1	-2.8	2.1	-4.1	.	7.0	.	-2.1

The list continues:
SMILES	Dyrk1A ADPGlo	IEC-6 cytotox	aSyn 5UTR inh	HSF-1 act	GSK3beta inhib	GSK3A inh	HSP90 inh	Platelet DG rel	KLF5 inhibitor	HSF1 inhib
CC(=O)Nc1cc(C(F)(F)F)ccc1OCC1CCCO1 (stereo unspecified)	2.2	2.0	.	.	2.1	-3.1	0.8	.	-15.2	.
Cc1cc(C)n(C(=O)CNc2cccc(Cl)c2C)n1	0.0	1.0	0.3	-2.2	0.1	-2.6	3.1	0.6	-19.2	4.1
O=C(/C=C/c1cccs1)N1CCN(c2ccc(O)cc2)CC1	-0.1	1.9	-5.8	-1.5	-0.7	3.0	-2.9	8.4	17.2	6.3
CCOc1ccc(NS(=O)(=O)c2cc(OC)ccc2OC)cc1	3.0	-2.6	-90.8	-9.4	-1.0	-1.8	0.2	-0.3	-32.4	-8.6
O=C(NCc1ccccn1)c1cc(-c2ccccc2Cl)nc2ccccc12	-1.0	1.6	-17.7	9.9	-0.9	-3.6	2.8	-26.5	-13.7	-5.3
COc1ccc(CN2C(=O)CC(Cc3cc(C)cc(C)c3)C2=O)cc1OC (stereo unspecified)	-3.1	-6.0	11.8	-2.1	3.3	0.5	6.2	2.7	-9.9	-1.9
CC(NC(=S)NC1CCCCC1)C(c1ccccc1)N1CCOCC1 (stereo unspecified)	3.2	3.9	-8.4	-18.6	1.2	0.7	0.9	-1.2	-16.1	-8.8
O=c1oc2ccccc2cc1-c1nnc(NCc2ccco2)s1	1.0	1.8	-131.4	37.3	1.4	-0.8	5.5	3.1	-83.8	18.0
CCOc1ccc(S(=O)(=O)/N=C(/Nc2ccc(OC)cc2)c2ccccc2)cc1	-2.8	-1.0	-4.3	13.2	1.5	1.6	-5.1	0.5	-20.8	0.7
O=C(C1CCCN1S(=O)(=O)c1ccc(Cl)cc1)N1CCOCC1 (stereo unspecified)	1.3	-4.4	-4.7	8.0	2.0	3.0	-1.4	-3.8	-22.6	-4.6
Cc1ccccc1C(=O)Nc1cccc(-c2ccc3nncn3n2)c1	1.0	5.8	-1.4	-14.5	-1.4	-1.9	-0.5	-1.6	7.3	0.1
O=C(NC1CCCCC1)c1cc2nc3c(c(C(F)(F)F)n2n1)CCCC3	.	-0.2	-136.0	14.7	3.4	-0.7	2.5	1.1	-51.6	14.3
CCOC(=O)c1c(C)[nH]c(C(=O)N2CCCC(C(=O)c3cccc(OC)c3)C2)c1C (stereo unspecified)	6.5	0.5	7.9	-2.3	0.3	-2.0	-1.7	-0.3	-29.0	-5.2
COc1ccc(CN(CC(=O)NCCc2ccccc2)C(=O)CCC(=O)Nc2ccccn2)cc1	3.3	-5.3	1.8	-6.8	3.5	-1.7	-2.0	0.2	-34.2	-2.6
COc1ccccc1CNC(=O)CN(C)S(=O)(=O)c1ccc2c(c1)n(C)c(=O)c(=O)n2C	6.0	-1.2	15.4	-18.7	-1.5	1.4	-0.9	3.7	-37.2	-3.0
COc1ccc(S(=O)(=O)N(CC(=O)O)Cc2ccccc2)cc1OC	-5.8	2.5	-8.3	5.5	-24.9	1.5	0.4	-5.4	-24.9	-6.4
COc1ccc(NC(=O)CSc2c3c(nc4ccccc24)CCC3)c(OC)c1	1.1	-0.1	-23.7	41.6	3.5	-5.7	-1.3	-1.7	-23.6	14.0
CCC(C)NC(=O)CNC(=O)c1nn(-c2ccc(OC)cc2)c(=O)c2ccccc12 (stereo unspecified)	-4.1	-9.3	-2.5	2.7	2.5	-3.8	-5.0	10.2	-47.8	4.1
COc1ccc(CCNC(=O)Cn2nnc(C(=O)Nc3cc(C)ccc3C)c2N)cc1OC	-4.1	2.8	19.6	-6.9	3.6	-2.8	-4.3	-0.9	-5.3	-3.5
CN1C(=O)c2ccc(NC(=O)c3cccc(N4C(=O)CCC4=O)c3)cc2C1=O	4.5	6.4	-4.3	-5.3	0.4	2.2	1.9	-3.3	-3.0	1.1

Pulled by structure from above (2):
SMILES	Dyrk1A ADPGlo	IEC-6 cytotox	aSyn 5UTR inh	HSF-1 act	GSK3beta inhib	GSK3A inh	HSP90 inh	Platelet DG rel	KLF5 inhibitor	HSF1 inhib
COc1ccc(CN(CC(=O)NCCc2ccccc2)C(=O)CCC(=O)Nc2ccccn2)cc1	3.3	-5.3	1.8	-6.8	3.5	-1.7	-2.0	0.2	-34.2	-2.6
CCOc1ccc(NS(=O)(=O)c2cc(OC)ccc2OC)cc1	3.0	-2.6	-90.8	-9.4	-1.0	-1.8	0.2	-0.3	-32.4	-8.6
